C8 TRAIL sens = sensitizes caspase-8 expressing cells to TRAIL; NB7+C8 cells + TRAIL, ATPlite viability luminescence; inhibition (viability loss, TRAIL sensitization), % at 10 µM; hit rate 1% among 360,000; AID 624354;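 active means compounds causing at least 50% loss of cell viability in the single-dose screen, relative to plate controls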
KKLEB cytotox = reduces viability of KKLEB cystic fibrosis airway cells. KKLEB CF airway cells viability, ATPlite luminescence, overnight; hits give low values; cells stimulated with P. aeruginosa culture filtrate. activity change (cytotoxicity), % at 5 µM. hit rate 0.36% among 360,000. AID 602141;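 active means corrected activity change at or below -50% at 5 µM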
LMP1 NFkB inh = reduces LMP1-driven NF-kappaB luciferase signal | LMP1-induced NF-kappaB luciferase reporter cells, luminescence | inhibition, % at 12.5 µM | hit rate 0.69% among 350,000 | AID 504558; in the data active means inhibition above about 41%;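 further: 0% = neutral control wells and 100% = reference inhibitor control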
NR2E3 ag-1 = activates human NR2E3 receptor. CHO-S Gal4-NCOR/VP16-NR2E3 two-hybrid, luciferase. inhibition of corepressor binding, % at 3.98 µM. hit rate 0.35% among 360,000. AID 602229;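 active means inhibition above the mean of all tested compounds plus 3 SD, cut at about 70% in these data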;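 further: 0% = DMSO with NR2E3 transfected cells and 100% = cells lacking NR2E3 construct; higher means lower luciferase signal from less NR2E3 corepressor binding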
Target sequence (Q9Y5X4 whole entry, looked up, the tested form may be a part): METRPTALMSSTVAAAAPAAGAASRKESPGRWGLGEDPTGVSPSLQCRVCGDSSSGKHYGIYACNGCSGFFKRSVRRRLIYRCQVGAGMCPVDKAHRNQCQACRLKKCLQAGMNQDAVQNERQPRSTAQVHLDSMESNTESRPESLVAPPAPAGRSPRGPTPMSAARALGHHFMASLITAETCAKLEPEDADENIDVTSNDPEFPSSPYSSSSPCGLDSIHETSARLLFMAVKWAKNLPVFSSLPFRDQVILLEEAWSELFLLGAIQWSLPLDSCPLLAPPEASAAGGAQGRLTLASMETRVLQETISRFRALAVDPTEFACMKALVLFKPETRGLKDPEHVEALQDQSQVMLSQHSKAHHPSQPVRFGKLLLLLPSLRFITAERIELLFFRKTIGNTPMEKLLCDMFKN
HIF-2a inh = inhibitors of HIF-2a; 786-0 RCC cells HIF-2a reporter, luciferase luminescence, overnight; inhibition, % at 18.8 µM; hit rate 0.72% among 360,000;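 active means inhibition of the luminescence signal of 40% or more relative to plate controls, in a single-dose primary screen at 18.75 µM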
NR2E3 ag-2 = activates human photoreceptor nuclear receptor NR2E3 | Q9Y5X4 | GST-NR2E3/biotin-RetCOR TR-FRET, 1536-well | inhibition of corepressor binding, % at 4.78 µM | hit rate 0.12% among 320,000 | AID 2300;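 active means percent inhibition above the cutoff of mean plus 3 SD of all tested compounds, set per screening campaign, cut at about 20% in these data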;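 further: 0% = DMSO wells and 100% = biotin wells as full block of FRET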
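Assay system: NR2E3–RetCOR corepressor complex. Quantity: 1.35 nM GST-NR2E3. Buffer or medium: pH 7.5 Tris-based buffer. Reagent: biotinylated RetCOR corepressor at 7 nM final. Schedule: 5 h at 4 °C. Detection: TR-FRET, emission read at 617 and 671 nm. Replicates: one well per compound, singlicate testing.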
TRPM1 prom inh = inhibitors of MITF-driven TRPM1 promoter in melanoma cells. SK-MEL-5 TRPM1 promoter luciferase, 24 h. hit rate 0.83% among 330,000. inhibition, % at 12.5 µM;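 active means mean inhibition across replicates of 60% or more, whatever share of single replicates reaches that level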; further: values of inactives mirror those of a sister screen read the other way
iPSC survival up = increases survival of single human iPS cells; hiPSC single-cell survival, ATPlite luminescence; 100% = ROCK inhibitor wells, 0% = DMSO; survival enhancement, % at 20 µM; hit rate 0.044% among 360,000; AID 602274; in the data active means survival enhancement above about 18%;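 further: cells exposed to compounds for 16 hours before the ATP read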
Shn3 inh set2 = Schnurri-3 reporter inhibition in Clone20 osteoblasts | Clone20 osteoblast Shn3 3'UTR firefly luciferase, 24 h | inhibition, % at 12.5 µM | hit rate 0.52% among 360,000;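 active means mean inhibition of at least 75% with every replicate also reaching 75%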;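 further: 0% = median of neutral control wells and 100% = pilot-screen positive control compound; some compounds past the cut are filed as inactive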
CF NFkB block = cystic fibrosis NF-kB activation inhibition | KKLEB NF-kB-GFP reporter, PAF-induced, GFP fluorescence overnight | hit rate 0.86% among 360,000 | inhibition, % at 5 µM;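 active means at least 50% inhibition at 5 µM, scaled per plate between neutral and stimulator controls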;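 further: PAF is a Pseudomonas aeruginosa culture filtrate used as stimulus; plate controls were PAF-stimulated DMSO wells for no effect and unstimulated DMSO wells for full effect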
Peg3 prom inh = reduces Peg3 promoter-driven luciferase expression in HeLa; inhibition, % at 20 µM; HeLa PEG-Prom luciferase reporter, luminescence, overnight; hit rate 1.7% among 360,000; AID 588405;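 active means inhibition of at least 50% at 20 µM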
The depositor's hits bear a star; · = not tested or not shown. The list is partial (hit frequency here may not be typical).

Values in the order – C8 TRAIL sens	KKLEB cytotox	LMP1 NFkB inh	NR2E3 ag-1	HIF-2a inh	NR2E3 ag-2	TRPM1 prom inh	iPSC survival up	Shn3 inh set2	CF NFkB block	Peg3 prom inh
Cc1cc(C)c(S(=O)(=O)c2ccccc2C)c(Oc2ccccc2)n1
  -6	-6	1	-15	22	3	-13	1.0	-4	5	13
CN(C)Cc1c(C(=O)N/N=C/c2ccc(OCc3c(F)cccc3Cl)cc2)nnn1-c1nonc1N
  -3	-9	-12	-37	-68	7	-47	-0.4	-13	27	-56
CCN(CC)C(=O)C1=C(C)NC(=S)NC1c1ccc(C)s1 (centres undefined)
  4	7	-8	-2	6	7	-1	0.3	8	0	12
Cc1ccccc1C(=O)N1CCC(C(=O)NC2CCCCCC2)CC1
  17	-6	-24	-24	5	4	-1	-0.7	4	-4	-11
O=c1c2ccccc2oc2c1ccc1ccccc12
  15	13	-40	-125	-195	·	-89	1.1	-39	-61	-294
COc1ccc(C(=O)O/N=C(\N)c2ccncc2)cc1OC
  17	4	-8	-21	-80	-1	-14	1.0	-23	-14	-32
C[C@@H]1CN([C@H](C)CO)C(=O)CCCn2nncc2CO[C@@H]1CN(C)C(=O)C1CCCCC1
  -4	18	-6	-36	-1	·	·	3.3	2	-28	-5
Cc1ccccc1CNC(=O)Nc1ccc(Cl)cc1
  -2	3	-22	-50	-184	-6	-61	-0.9	-65	17	-191
COc1ccc(CCN(C)c2ccc(S(=O)(=O)N3CCCC3)cc2[N+](=O)[O-])cc1OC
  -14	-24	2	0	13	-1	-2	-1.7	25	39	30
CCn1c(=O)cc(SCC(=O)N2CCOCC2)c2ccccc21
  7	2	6	7	-14	4	9	2.1	5	-35	-6
COc1cccc(CNC(=O)CCC2CCCN(C(=O)CCC(F)(F)F)C2)c1 (centres undefined)
  -4	7	-1	-16	9	2	-1	0.4	-1	-5	-8
O=S(=O)(c1cc(Cl)ccc1Cl)N1CCN(c2ccccn2)CC1
  4	8	-9	8	8	2	-5	-0.4	4	-1	20
O=C(CN1C2=NCCCN2c2ccccc21)c1ccc2c(c1)OCO2
  -23	13	-6	-3	11	-1	-5	-3.3	24	-10	7
CC(=O)c1ccc(-c2cnc3c(NC=O)cc(-c4cccc(NS(C)(=O)=O)c4)cn23)cc1
  20	-52*	·	17	27	·	·	-2.0	-10	75*	48
Cc1ccc(CNC(=O)c2cccc3c2C(=O)c2ccc(N4CCOCC4)cc2S3(=O)=O)cc1
  -5	1	2	4	5	-15	8	-2.1	-12	-6	14
COc1ccc(C(=O)CSc2nc(=O)n3ccc(C)cc3n2)cc1
  -6	-9	0	-17	-86	·	·	1.3	24	-3	-50
C=CCN1C(=O)C(CC(=O)O)SC1=Nc1cccc([N+](=O)[O-])c1 (centres undefined)
  -27	1	6	-13	12	-2	-12	1.0	-33	5	14
C=CC(=O)N1CCCC(Nc2nc(Nc3ccc(N(C)C(=O)CC)cc3C)nc3nc[nH]c23)C1 (centres undefined)
  -20	13	1	-6	15	·	7	-0.1	8	-7	0
CCC(C)Sc1nnc(-c2c[nH]c3ccccc23)n1CCOC (centres undefined)
  0	-3	-3	-24	-24	0	-1	-0.5	0	-2	4
CC[C@H](C)[C@@H](N)C(=O)NC[C@H]1O[C@@H](n2cnc3c(=O)[nH]c(N)nc32)[C@H](O)[C@@H]1O
  -4	-16	·	0	12	·	·	0.6	0	-8	10
O=C(NCCCN1CCOCC1)c1cccc(S(=O)(=O)Nc2cc(Cl)ccc2Cl)c1
  2	-3	0	-3	22	4	-2	-0.5	5	14	8
O=C(CCn1c(=S)[nH]c2cc3c(cc2c1=O)OCO3)NCc1ccc(Cl)cc1
  -8	-2	3	-46	9	2	-13	0.6	12	14	10
O=C(NC1(N2CCOCC2)CC1)c1ccc(Cl)cc1
  -15	12	7	-10	11	-1	10	-0.6	-37	-18	-1
Cc1nc(N2CCN(c3ccccn3)CC2)c2c(C)c(C(=O)N3CCN(c4cccc(Cl)c4)CC3)sc2n1
  32	-11	27	-29	7	-2	43	0.3	11	13	25
Cc1ccc2c(c1)CCCN2CC(=O)N(C)c1c(N)n(Cc2ccccc2)c(=O)[nH]c1=O
  0	8	1	-66	11	0	18	-0.8	-7	-10	5
COC(=O)N/N=C/c1ccccc1Cl
  6	23	4	-20	-1	-3	-10	1.1	3	-4	-22
C[C@@H](C(=O)NCCc1ccccc1)N1C(=O)N2CCc3c([nH]c4ccccc34)[C@@]2(C)C1=O
  4	-3	1	3	-28	1	10	-2.9	15	6	-19
COc1cc2c(cc1OC)CN(S(C)(=O)=O)CC2
  1	-5	1	9	5	0	·	-0.3	-6	1	6
CCN1CCN(C(=O)c2ccccc2N(C)S(=O)(=O)c2ccc(C)cc2)CC1
  -6	-1	5	0	12	2	1	-1.2	-2	-2	7
CCOc1cc(S(=O)(=O)N2CCCCC2)ccc1F
  -2	-2	-1	4	14	3	2	-0.4	-2	11	9
O=S(=O)(NCCC1=CCCCC1)c1ccccc1Cl
  -17	-1	1	-14	-57	2	-10	-0.3	4	-7	-26
O=[N+]([O-])c1cccc(COc2cccc(CO)c2)c1
  -9	6	-5	-76	-183	·	-32	2.0	-19	-13	-80
CN1CCN(C(=S)Nc2ccc([N+](=O)[O-])cc2)CC1
  29	-1	-3	-25	-24	2	-18	-4.0	-9	-4	-8
CC(=O)N1CCc2ccc([N+](=O)[O-])cc21
  -17	1	-1	-18	-9	·	1	5.1	-13	19	-25
CCCN1CCC(=O)N([C@H](CSc2ccc(C)cc2)CC(C)C)CC1
  14	-2	-12	-55	-207	·	-96	-1.2	-52	-6	-276
CCOC(=O)c1sc(NC(=O)CCN2C(=O)c3ccccc3C2=O)c(C(=O)OCC)c1C
  -4	-16	5	-13	-53	0	-6	0.5	-13	11	-65
COc1cccc(-n2ccnc2SCC(=O)Nc2nccs2)c1
  -4	-12	-9	-25	-91	2	-9	-3.7	-12	-1	-56
COc1ccccc1N(CC(O)Cn1c(C)nc2ccccc21)S(=O)(=O)c1ccccc1 (centres undefined)
  3	1	0	7	11	-4	-2	-2.0	10	-1	17
O=C(Cn1cc[n+](CC(=O)c2ccccc2)c1)c1ccccc1
  10	-1	7	9	1	-1	5	-0.4	17	12	12
Cc1cc(NC(=O)C(C)C)ncc1NC(=O)CCc1ccccc1
  2	-4	14	-29	9	-2	-11	-1.8	-13	3	-5
CC(C)CN(C(=O)COC(=O)CSc1ccc(Br)cc1)C1CCS(=O)(=O)C1 (centres undefined)
  -6	-6	0	5	13	·	-3	0.3	-13	8	-1
O=C(NCC(c1ccco1)N1CCc2ccccc21)C(=O)Nc1ccccc1 (centres undefined)
  17	1	-1	-8	2	-2	-3	-0.1	18	-20	-1
CCCCOC(=O)n1c(=S)oc2cc(Cl)ccc21
  3	2	8	-95	-24	1	21	1.2	1	5	-2
CSc1ccc(/C=C2/C(=N)N3N=C(CC(=O)N4CCCC4)SC3=NC2=O)cc1
  -22	7	-16	8	5	0	-5	-0.4	4	-14	-2
O=C(NCC1CCCO1)C(=O)N/N=C\c1ccc2c(c1)OCO2 (centres undefined)
  8	-5	-3	-25	-11	·	-9	1.2	-22	-4	-18
O=c1cc(CSc2nnc(-c3ccco3)o2)c2ccccc2[nH]1
  11	7	-3	-12	-4	0	7	2.5	-4	18	-34
COc1ccc(S(=O)(=O)N(C)c2ccc(C(=O)NCCC(C)C)cc2)cc1
  -1	-10	1	7	-12	-4	1	-0.3	9	8	29
Cc1cc(=O)n2[nH]c(-c3cccc(Cl)c3)cc2n1
  2	-4	-12	-94	-276	-1	-46	-0.5	-49	-47	-243
O=c1[nH]c2ccccc2c2cn(-c3ccccc3)nc12
  24	9	-14	-20	-230	2	-19	-0.6	-61	-46	-156
O=C(NC(Cc1c[nH]c2ccccc12)C(=O)O)c1ccco1 (centres undefined)
  -19	7	-1	-27	19	2	-13	-0.7	-3	-15	3

Later entries:
Values in the order – C8 TRAIL sens	KKLEB cytotox	LMP1 NFkB inh	NR2E3 ag-1	HIF-2a inh	NR2E3 ag-2	TRPM1 prom inh	iPSC survival up	Shn3 inh set2	CF NFkB block	Peg3 prom inh
COC(=O)c1ccc(NC(=O)NC2CCCCC2)cc1
  3	0	-27	-90	-143	2	-52	-0.6	-64	-6	-205
O=C(CSc1n[nH]c(=O)n1C1CC1)c1ccc2c(c1)OCCO2
  -2	3	·	-28	-72	-3	·	0.0	-25	-5	-94
COc1ccc(NS(=O)(=O)c2cccc(C(=O)NNC(=O)CNC(=O)c3ccccc3Cl)c2)cc1
  -7	-4	-9	-8	15	·	-2	1.0	29	-8	7
N[C@@H](Cc1ccc(F)cc1)C(=O)O
  -1	-21	-2	-23	0	·	-3	-1.2	2	11	3
Cc1cccc(C)c1NC(=O)CSc1nnc(C2CCCCC2)o1
  0	6	0	-16	12	-2	3	0.2	11	-4	1
CCOC(=O)c1cc(-c2ccc(F)cc2)n(CC(=O)NCc2ccccn2)c1C
  0	7	5	12	15	3	2	-2.3	-16	-10	11
COc1ccc(Cl)cc1NC(=O)CN(C)CC(=O)Nc1ccc2c(c1)OCO2
  4	-4	-6	34	3	·	7	-0.6	0	4	29
CCCn1c(SCC(=O)Nc2cccc(Cl)c2Cl)n[nH]c1=O
  -7	0	-3	-24	6	-2	4	0.8	8	8	8
Cc1cccc(C(=O)NNC(=O)c2c(O)c3ccccc3n(C)c2=O)c1
  -5	8	8	-27	-10	2	2	0.4	23	-6	5
CC1CCC(NC(=O)COC(=O)c2cccnc2Cl)CC1 (centres undefined)
  12	19	3	-18	0	1	-6	-0.6	1	-15	8
CC1(C(=O)NS(=O)(=O)C2CC2)CCN(C(=O)c2ccccc2OC(F)(F)F)C1 (centres undefined)
  -25	-13	·	-15	9	·	·	1.3	14	14	1
Cc1ccc(C)c(N2CCN(C(=O)c3ccc4nsnc4c3)CC2)c1
  20	4	-6	-22	11	-3	3	-0.5	3	8	28
O=C(COC(=O)C1(c2ccccc2F)CCCC1)Nc1ncc(C(F)(F)F)cc1Cl
  2	-4	0	23	27	-2	-9	0.8	-10	-15	11
O=C(CSc1nc2[nH]ncc2c(=O)n1-c1ccccc1Br)NCc1ccccc1Cl
  -9	-3	-1	-16	10	1	9	0.2	7	0	13
O=C(O)CC(NC(=O)C(c1ccccc1)c1ccccc1)c1cccc([N+](=O)[O-])c1 (centres undefined)
  -4	10	-3	0	9	-4	11	3.8	8	-18	8
CC(C)(CO)CNC(=O)c1ccc(OC2CCN(C(=O)C3CC3)CC2)cc1
  -3	13	-2	-16	7	-1	8	-0.6	19	2	-7
Cc1csc2c(N3CCN(C(=O)NC(C)(C)C)CC3)ncnc12
  -1	8	3	8	13	0	-6	0.1	40	-14	7
